# Assay outcomes as filed in PubChem.
# H37Rv inhibition: M. tuberculosis growth inhibition, HTS (AID 449762); inhibition, % at 25 µM; hits with a dose series show IC50 in µM; 0.59% of 330,000 active; M. tuberculosis H37Rv growth inhibition, 7H9 media; higher % means a stronger effect; in the data active = a potency from the dose series; inconclusive = inhibition above about 70% without an active follow-up result;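 also: bacterial growth assessed after seven days of incubation; strong numbers were not always called active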
# M. tuberculosis: growth inhibition of non-replicating M. tuberculosis (AID 488890); Mycobacterium tuberculosis non-replicating, growth inhibition; higher % means a stronger effect; one-dose inhibition, % at 25 µM; IC50 in µM for titrated hits; 0.39% of 320,000 active; in the data active = a potency from the dose series; inconclusive = inhibition mostly from about 82% at the one dose, without a potency; inactive = the rest, 99 in 100 with inhibition below about 76%;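 also: plate controls were DMSO cells for no effect and high antibiotic wells for full effect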
# Salmonella PhoP GFP: PhoP regulon inhibitors, Salmonella typhi PhoP promoter GFP reporter, confirmatory (AID 1850); Salmonella Typhi PhoP-promoter GFP reporter, fluorescence, 4 h; higher % means a stronger effect; one-dose inhibition, % at 50 µM; IC50 in µM for titrated hits; 0.33% of 310,000 active; in the data active = a potency from the dose series; inconclusive = inhibition mostly from about 25% at the one dose, without a potency; inactive = the rest, 99 in 100 with inhibition below about 19%;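 also: 0% = induced wells with vehicle and 100% = uninduced wells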
# influenza NS1A: NS1A inhibition, H1N1 influenza, cell based functional assay (AID 504329). 0.3% of 340,000 active. inhibition, % at 12.5 µM, or IC50 in µM where a hit was titrated. NS1A functional cell-based assay, percent inhibition; higher % means a stronger effect; in the data active = a potency from the dose series; inconclusive = inhibition above about 27% without an active follow-up result; also: strong numbers were not always called active
# VEEV TC-83 Vero: inhibitors of VEEV TC-83 cytopathic effect, confirmation, Vero cells (AID 588727) | Vero cells, VEEV TC-83 cytopathic effect inhibition; higher % means a stronger effect | inhibition, % at 20 µM, or IC50 in µM where a hit was titrated | 0.13% of 350,000 active; in the data active = a potency from the dose series; inconclusive = inhibition mostly from about 14% at the one dose, without a potency; inactive = the rest, 99 in 100 with inhibition below about 12%; also: strong numbers were not always called active
# VEEV TC-83 Vero 10K pilot screen: further read-out of VEEV TC-83 Vero, marked with its call; inhibition, %; measured here: 10K pilot screen inhibition
# The depositor's hits bear a star; i = inactive; ? = inconclusive; . = not tested or not shown.
# Sample of the layout, 7 compounds:
SMILES,H37Rv inhibition,M. tuberculosis,Salmonella PhoP GFP,influenza NS1A,VEEV TC-83 Vero,others
CC12CC(c3ccccc3O1)N(C(=O)c1ccc(Br)o1)C(=O)N2c1ccccc1 (stereo not given),-1.0%,-24.8%,-5.9%,-10.1%,i,
Cc1ccccc1C([O-])=Nc1ccc[n+](-c2nc3ccccc3nc2NS(=O)(=O)c2ccccc2)c1,3.4%,26.8%,4.5%,.,.,
CN(C(=S)NC(=O)c1ccccc1)c1c(N)n(Cc2ccccc2)c(=O)[nH]c1=O,-9.4%,15.2%,4.3%,-2.6%,1.6%,
Cc1c(N2C(=O)CSC2=S)c(=O)n(-c2ccccc2)n1C,-14.1%,3.5%,1.1%,0.6%,6.1%,
O=C(CN1c2ccccc2Sc2ccccc21)N/N=C/c1ccc(Cl)cc1Cl,4.0%,-8.7%,-0.6%,3.8%,3.3%,
O=S(=O)(c1cccc2nsnc12)N1CCNCC1,0.2%,-3.3%,1.6%,-29.8%,i,
CCCC(CCC)c1nc2ccncc2[nH]1,4.9%,-11.3%,-2.1%,-3.8%,i,

# The list itself, from the start:
SMILES,H37Rv inhibition,M. tuberculosis,Salmonella PhoP GFP,influenza NS1A,VEEV TC-83 Vero,others
CC12CC(c3ccccc3O1)N(C(=O)c1ccc(Br)o1)C(=O)N2c1ccccc1 (stereo not given),-1.0%,-24.8%,-5.9%,-10.1%,i,
Cc1ccccc1C([O-])=Nc1ccc[n+](-c2nc3ccccc3nc2NS(=O)(=O)c2ccccc2)c1,3.4%,26.8%,4.5%,.,.,
CN(C(=S)NC(=O)c1ccccc1)c1c(N)n(Cc2ccccc2)c(=O)[nH]c1=O,-9.4%,15.2%,4.3%,-2.6%,1.6%,
Cc1c(N2C(=O)CSC2=S)c(=O)n(-c2ccccc2)n1C,-14.1%,3.5%,1.1%,0.6%,6.1%,
O=C(CN1c2ccccc2Sc2ccccc21)N/N=C/c1ccc(Cl)cc1Cl,4.0%,-8.7%,-0.6%,3.8%,3.3%,
O=S(=O)(c1cccc2nsnc12)N1CCNCC1,0.2%,-3.3%,1.6%,-29.8%,i,
CCCC(CCC)c1nc2ccncc2[nH]1,4.9%,-11.3%,-2.1%,-3.8%,i,
COc1ccc(C(=O)N2CCN(C3CCCCC3)CC2)c(OC)c1,-3.5%,10.3%,-4.7%,-8.2%,2.3%,
COc1ccccc1C(=O)Nc1c(-c2ccccc2)nc2ccccn12,6.4%,-7.2%,-7.8%,-3.1%,10.6%,
CCOC(=O)N1CCc2c(sc(NC(=O)CN(CC)CC)c2C#N)C1,-7.8%,-3.5%,-11.3%,.,0.5%,
O=C(CSc1nc(C(F)(F)F)cc(=O)[nH]1)Nc1cccc2ccccc12,-5.3%,56.2%,5.7%,9.6%,i,
O=C(OCC(=O)N1CCc2ccccc21)[C@@H]1CCCN1S(=O)(=O)c1ccccc1F,11.2%,22.9%,.,3.5%,0.1%,
CN1CCc2c(c(N3CCCCC3)nc3n[nH]c(N)c23)C1,-4.8%,7.9%,-5.4%,-0.5%,0.7%,
Cn1c(=NC(=O)CSCC(=O)N2CCCCC2)sc2ccccc21,-1.2%,1.5%,-1.6%,-5.4%,1.4%,
COc1cc(/C=N/NC(N)=O)ccc1OC(=O)c1ccco1,3.2%,-1.2%,-15.6%,-8.9%,0.6%,
O=c1[nH]cnc2cc(-c3ccc(Br)cc3)sc12,60.0%,17.1%,6.1%,-8.0%,1.5%,
Cc1nnc(N2C(=O)C(=O)/C(=C(/O)c3ccc4c(c3)CC(C)O4)C2c2ccccc2F)s1 (stereo not given),3.2%,10.2%,6.2%,1.3%,2.6%,
Cc1ccccc1-c1nc(CS(=O)CC(=O)NCc2ccccc2)c(C)o1 (stereo not given),-12.6%,-2.1%,-6.1%,3.0%,2.7%,
COc1ccc(/C=N/NC(=O)c2[nH]ncc2Br)c(OC)c1,-6.0%,5.9%,4.7%,1.4%,i,
Cc1cc(Br)c(NC(=O)COn2nnc3ccc(S(C)(=O)=O)cc32)c(Br)c1,2.0%,1.5%,13.2%,0.7%,1.0%,
Cc1ccc(NC(=O)CC2S/C(=N/N=C/c3ccco3)NC2=O)cc1Cl (stereo not given),3.9%,6.5%,-0.9%,1.9%,0.9%,
O=C(O)c1ccc(NCc2cccc(Br)c2)cc1,-6.9%,-7.9%,-7.4%,-7.7%,1.4%,
Cn1nc(C(=O)NC2CCCCCC2)ccc1=O,-14.9%,31.5%,-0.8%,3.5%,2.7%,
O=C(CCCn1nnnc1CN1CCOCC1)N1CCN(c2ccccc2F)CC1,-10.6%,-0.3%,-9.6%,-1.4%,1.5%,
CC(=O)c1cc(C#N)c(SCc2ccccc2C#N)nc1C,-3.9%,-10.5%,-8.6%,-5.9%,i,VEEV TC-83 Vero 10K pilot screen=0.0
Fc1cccc(COc2ccccc2CNc2ccccc2)c1,-0.6%,13.2%,-13.5%,-6.8%,0.6%,
Cc1oc(-c2ccc(Cl)cc2)cc1-c1nn2c(-c3ccoc3C)nnc2s1,-7.8%,16.3%,-1.6%,2.2%,3.6%,
CCOC(=O)C1(Cc2cccc(OC)c2)CCN(C/C=C/c2ccc(OC)cc2)CC1,?,59.1%,4.2%,-4.5%,i,
CN(C)CCN(C(=O)c1ccc(S(=O)(=O)N2CCCC2)cc1)c1nc2ccc(Br)cc2s1,-1.1%,16.0%,0.6%,-5.1%,0.1%,
COC(=O)CCCC1=CC2=CC(=O)C(C)(OC(=O)C3CCCC3)C(=O)C2=CO1 (stereo not given),5.5%,-14.6%,-16.3%,7.6%,1.3%,
CC(=O)Nc1cc2c(cc1NC(=O)Cn1nc(-c3ccc4c(c3)OCCO4)ccc1=O)OCCO2,0.0%,7.0%,-12.4%,-6.5%,0.2%,
CCOc1ccc(C(=O)N[C@H](C(=O)Nc2ccc(S(=O)(=O)Nc3nccs3)cc2)C(C)C)cc1,13.8%,68.0%,.,-6.1%,1.5%,
CCN(CC)C(C(=O)Nc1ccc2c(c1)OCO2)c1ccccc1 (stereo not given),-6.8%,-15.5%,-4.4%,24.5%,0.5%,
CCC(CO)Oc1cc(NCc2ccc(Cl)cc2)c2ncn(C(C)C)c2c1 (stereo not given),0.0%,22.1%,.,-1.4%,1.7%,VEEV TC-83 Vero 10K pilot screen=6.6
Cc1ccc(SCC(=O)NCCN2C(=O)CSC2=O)cc1C,-4.5%,7.5%,0.2%,2.9%,4.1%,
O=C(Nc1cccc(F)c1)C1CCN(C(=O)c2ccc(Cl)cc2)CC1,-2.5%,17.2%,-6.4%,-7.9%,i,
CCCn1cc(NC(=O)C2CC(c3cccc(Br)c3)=NO2)cn1 (stereo not given),15.1%,15.0%,-11.4%,-2.6%,1.6%,
CCOC(=O)c1c(C)nc2ccc(C)cn12,10.7%,37.0%,-0.6%,1.0%,0.9%,
S=C1NC2(CCCC2)N=C1c1ccccc1,-1.9%,i,2.1%,-14.1%,0.7%,
Nc1c(-c2cccs2)cnn1-c1nc(-c2ccc(Cl)cc2Cl)cs1,-7.3%,2.5%,6.5%,-2.3%,i,
CCn1c2ccccc2c2nnc(SCC(=O)N(C)C3CCS(=O)(=O)C3)nc21 (stereo not given),-1.3%,-12.5%,-10.9%,-2.0%,0.2%,
CCC(=O)c1ccc(OCC(=O)OCC(=O)Nc2sccc2C(N)=O)cc1,4.6%,1.2%,2.6%,-0.3%,0.8%,
COc1ccc(-c2csc(NC(=S)NC(=O)c3ccccc3)n2)cc1Br,-5.8%,-9.0%,0.2%,.,0.1%,
CCn1c(=O)c(C(=O)NNC(=O)c2ccccc2Cl)c(O)c2ccccc21,-0.3%,1.8%,-5.8%,-2.2%,2.6%,
COc1ccccc1C(=O)NNC(=O)c1ccc(NC(=O)c2ccccc2)cc1,1.1%,21.0%,-8.1%,-10.5%,5.9%,

# 3 entries drawn at random from those above, as already listed:
SMILES,H37Rv inhibition,M. tuberculosis,Salmonella PhoP GFP,influenza NS1A,VEEV TC-83 Vero,others
CCC(CO)Oc1cc(NCc2ccc(Cl)cc2)c2ncn(C(C)C)c2c1 (stereo not given),0.0%,22.1%,.,-1.4%,1.7%,VEEV TC-83 Vero 10K pilot screen=6.6
CCC(=O)c1ccc(OCC(=O)OCC(=O)Nc2sccc2C(N)=O)cc1,4.6%,1.2%,2.6%,-0.3%,0.8%,
CCn1c2ccccc2c2nnc(SCC(=O)N(C)C3CCS(=O)(=O)C3)nc21 (stereo not given),-1.3%,-12.5%,-10.9%,-2.0%,0.2%,

# Going on with the list.
SMILES,H37Rv inhibition,M. tuberculosis,Salmonella PhoP GFP,influenza NS1A,VEEV TC-83 Vero,others
CC(C)(C)n1cn[nH]c1=S,-3.9%,-5.3%,1.0%,-9.3%,i,
COc1cc(C)c(Cl)cc1S(=O)(=O)N1CCCC1,2.0%,7.2%,12.7%,.,i,
CS(=O)(=O)N1CCN(c2ccccc2NC(=O)c2cccnc2)CC1,-10.8%,0.4%,5.2%,8.1%,1.3%,
Cc1cc(NC(=O)COC(=O)[C@@H](NS(=O)(=O)c2ccc(Br)cc2)C(C)C)no1,-0.5%,22.5%,-5.5%,-10.3%,0.1%,
CCN1CCc2c(OCC(=O)Nc3ccc(C)cc3)cccc2C1=O,-11.9%,2.1%,-9.3%,-6.2%,2.6%,
COc1ccc2nc(N3C(=O)CC(C(C)c4ccccc4)C3=O)sc2c1 (stereo not given),-5.8%,-25.2%,-25.8%,5.8%,0.7%,
OCCNCC(O)CN1c2ccccc2Sc2ccccc21 (stereo not given),-1.7%,15.9%,2.5%,3.6%,3.0%,
O=C(O)c1ccc2c(c1)S(=O)(=O)N=C1CCCCCN12,-1.7%,-9.5%,3.9%,-3.7%,i,
Cn1c(-c2ccc(CN3CCCCC3)o2)nc2ccccc21,-0.2%,20.8%,24.9%,-20.7%,0.9%,
Cc1c(C(=O)NCc2ccc3c(c2)OCO3)sc2nc(-c3ccc(F)cc3)cn12,5.7%,-9.3%,-7.5%,6.6%,1.5%,
Cc1n[nH]c(=O)nc1NCc1ccc(Cl)cc1,-9.7%,1.0%,0.6%,18.1%,i,
COc1ccc2oc(=O)c(C(=O)O)cc2c1,-5.2%,7.7%,-5.6%,3.2%,i,
Cc1nc(NCCc2ccc(S(N)(=O)=O)cc2)c2c3c(sc2n1)CCC3,1.8%,-0.9%,3.2%,7.5%,1.7%,
Cc1nn(-c2ccccc2)c(N)c1Sc1cccc([N+](=O)[O-])c1,6.1%,53.2%,-7.5%,14.2%,0.2%,
O=C(NCc1ccccc1F)C12CC3CC(CC(C3)C1)C2,-4.4%,1.0%,-1.1%,-3.2%,0.7%,

# Among those listed so far, 2 have a cyano group.
SMILES,H37Rv inhibition,M. tuberculosis,Salmonella PhoP GFP,influenza NS1A,VEEV TC-83 Vero,others
CCOC(=O)N1CCc2c(sc(NC(=O)CN(CC)CC)c2C#N)C1,-7.8%,-3.5%,-11.3%,.,0.5%,
CC(=O)c1cc(C#N)c(SCc2ccccc2C#N)nc1C,-3.9%,-10.5%,-8.6%,-5.9%,i,VEEV TC-83 Vero 10K pilot screen=0.0

# Further compounds.
SMILES,H37Rv inhibition,M. tuberculosis,Salmonella PhoP GFP,influenza NS1A,VEEV TC-83 Vero,others
CN(C)c1ccc(NC(=O)/C=C/c2ccccc2Cl)cc1,-1.3%,-22.2%,-3.5%,16.0%,0.9%,
O=C(OCc1ccccc1)N1CCc2ccccc21,-0.4%,52.6%,-0.4%,-12.8%,i,
O=C(O)c1ccc2c(c1)SC1=NS(=O)(=O)CCN12,3.0%,-7.5%,4.1%,0.5%,0.3%,
COc1cc(/C=C/C(=O)NC(=O)c2ccccc2O)ccc1OC(C)=O,-2.7%,52.2%,1.4%,-0.9%,6.4%,
CCC(=O)Nc1c(C)n[nH]c1C,4.2%,-9.3%,-11.7%,-3.8%,0.1%,
CCOC(=O)Cc1csc(NC(=O)c2csc3c2CCCC3)n1,1.4%,19.7%,0.4%,3.5%,i,
COc1ccccc1Oc1nc(-c2cccnc2)nc2ccccc12,3.7%,34.9%,13.5%,4.5%,7.2%,
O=C(O)[C@@H]1CCCN1C(=O)COc1ccc2c3c(c(=O)oc2c1)CCC3,-0.8%,4.1%,3.5%,4.7%,0.2%,
C=CCNc1nc(C(F)(F)F)nc2c1nnn2Cc1ccccc1Cl,4.5%,-1.6%,-1.7%,-13.7%,1.1%,
CSCC(=O)N1CCC(Oc2cccc(C(=O)NCc3ccccn3)c2)CC1,-3.5%,-1.3%,-4.8%,8.0%,2.0%,

# Rows were taken by chance, and some 1.4% of all compounds hit somewhere here.
